KCNQ1 act: potentiators or activators of human KCNQ1 potassium channel; P51787; CHO-K1 KCNQ1, thallium flux FluxOR fluorescence; hits give high values; B-score at 10 µM; 310,000 compounds, 0.35% hits; AID 2648;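 active means fluorescence ratio B-score, a plate-corrected score, at least three library SD, with initial intensity B-score within 5 SD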
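System: Stable KCNQ1 CHO-K1 line | Incubation: 90 min dye loading and 20 min compound exposure, both at room temperature | Measure: Ratio B score | Medium: Assay buffer for compound exposure, DMSO matched across wells | Compound dosing: Single-concentration screen | Probe or stimulus: K+/Tl+ depolarizing stimulus | Measured by: Kinetic FluxOR fluorescence, 10 s baseline plus 110 s post-stimulus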
KCNK3 block: human KCNK3 channel inhibition, primary screen; O14649; CHO-KCNK3 thallium flux, FluxOR fluorescence; hits give low values; B-score at 10 µM; 340,000 compounds, 0.84% hits; AID 602410;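 active means B-score under library mean minus 4 SD, starting fluorescence ratio at most library mean plus 5 SD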;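 further: more negative B-score means stronger inhibition of thallium flux through KCNK3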
TRPC4 act: TRPC4 (mouse) channel activation; Q9QUQ5; HEK293 TRPC4beta/mu-opioid, Fluo4 calcium fluorescence; hits give high values; B-score at 10 µM; 310,000 compounds, 0.49% hits; AID 2237;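 active means B-score above 5 SD of library B-scores, and initial fluorescence ratio not above library mean plus 5 SD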;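 further: positive B-score marks a calcium rise read as TRPC4 activation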
Target sequence (Q9QUQ5 whole entry, looked up): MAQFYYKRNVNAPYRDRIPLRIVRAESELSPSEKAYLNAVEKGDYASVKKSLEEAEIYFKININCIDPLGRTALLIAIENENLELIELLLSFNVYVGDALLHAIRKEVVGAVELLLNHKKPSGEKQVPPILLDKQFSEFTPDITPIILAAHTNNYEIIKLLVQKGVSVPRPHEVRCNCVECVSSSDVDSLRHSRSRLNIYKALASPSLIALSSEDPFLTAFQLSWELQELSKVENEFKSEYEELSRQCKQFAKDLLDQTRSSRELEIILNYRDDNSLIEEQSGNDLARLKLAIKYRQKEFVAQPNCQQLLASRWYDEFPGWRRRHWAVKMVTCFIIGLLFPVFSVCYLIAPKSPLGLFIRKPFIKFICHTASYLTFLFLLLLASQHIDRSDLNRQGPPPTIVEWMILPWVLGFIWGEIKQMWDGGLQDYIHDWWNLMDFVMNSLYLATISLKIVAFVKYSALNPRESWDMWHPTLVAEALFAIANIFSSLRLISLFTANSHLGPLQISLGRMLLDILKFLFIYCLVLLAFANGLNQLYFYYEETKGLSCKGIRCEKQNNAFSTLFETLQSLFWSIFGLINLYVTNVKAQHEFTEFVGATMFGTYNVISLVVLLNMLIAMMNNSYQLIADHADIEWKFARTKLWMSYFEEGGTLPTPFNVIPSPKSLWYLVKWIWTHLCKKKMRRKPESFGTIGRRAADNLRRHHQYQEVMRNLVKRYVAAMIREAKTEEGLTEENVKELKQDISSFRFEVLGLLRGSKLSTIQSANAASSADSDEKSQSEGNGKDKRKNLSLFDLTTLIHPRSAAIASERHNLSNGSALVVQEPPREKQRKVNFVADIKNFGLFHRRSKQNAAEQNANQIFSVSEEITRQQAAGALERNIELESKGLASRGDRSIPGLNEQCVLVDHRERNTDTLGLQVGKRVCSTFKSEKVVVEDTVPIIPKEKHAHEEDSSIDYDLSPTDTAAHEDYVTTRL
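Material: TRPC4beta and mu-opioid receptor HEK293 stable cells | Incubation: 45 min room-temperature Fluo4 loading, 110 s read | Detection: Kinetic Fluo4 calcium fluorescence | Measure: Integrated baseline-normalised fluorescence ratio, converted to per-well B score | Benchmarks: Low control buffer alone, high control maximal DAMGO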
TRPC4 PAM: allosterically enhances the mouse TRPC4 cation channel; Q9QUQ5; B-score at 10 µM; HEK293 TRPC4beta/mu-opioid, DAMGO EC20, Fluo-4 Ca2+ flux; hits give high values; 310,000 compounds, 0.42% hits;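 active means B-score of calcium response area above 5 SD of library B-scores, with initial fluorescence ratio within 5 SD of library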;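 further: B-score of integrated fluorescence ratio over time as area under calcium response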
Dyrk1A ADPGlo: blocks rat Dyrk1A kinase activity; inhibition, % at 12.5 µM; Q63470; 310,000 compounds, 0.43% hits; ADP-Glo luminescence, NFATc1 peptide; AID 504441; in the data active means inhibition above about 50%;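 further: plate controls were vehicle with enzyme for no effect and no enzyme for full effect; many of its hits are not listed in these tables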
PolyA inhibitor: yeast polyadenylation inhibition. calls only at 12 µM. 300,000 compounds, 0.02% hits. AID 1875. S. cerevisiae SKY197-pL101 polyadenylation reporter, beta-gal luminescence; efflux-impaired pdr1/pdr3 knockout yeast; score 100 = 6 SD above DMSO;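 active means lowest replicate activity score at least 50, where 100 means six control SD above control mean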;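 further: yeast exposed to compound for 9 h at 30 °C; higher score means more reporter readthrough which indicates perturbed polyadenylation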
TRPC4 block: inhibitors of mouse TRPC4 channel; AID 2247; B-score at 10 µM; 300,000 compounds, 0.39% hits; HEK293 TRPC4beta/mu-opioid, DAMGO-evoked Fluo4 calcium flux; hits give low values; Q9QUQ5;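 active means B-score over 3 SD under the library average, no early fluorescence shift, positive overall ratio signal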
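Assay system: TRPC4beta/mu-opioid receptor HEK293 cell line; compound dosing: single concentration per test compound; detection: Fluo4 Ca2+ flux fluorescence; evaluation: per-well B score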
KCNQ1 block: blocks the human KCNQ1 potassium channel. AID 2642. 310,000 compounds, 1.3% hits. B-score at 10 µM. P51787. CHO-K1 KCNQ1, FluxOR thallium flux fluorescence; hits give high values;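 active means compounds whose thallium flux B-score, printed positive for inhibition, exceeds three library SD while starting fluorescence stays within three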;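 further: channel opened by potassium depolarization with thallium stimulus after 20 min compound exposure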
Platelet DG rel: platelet dense granule release activity; human platelet-rich plasma, SFLLRN dense granule ATP release, luminescence; inhibition, %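 (compounds screened at 7.5 µM in platelet-rich plasma)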; 300,000 compounds, 0.22% hits; AID 1663;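 active means mean replicate score, as percent of positive control, at or above 50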
KCNK9 inh: inhibitors of human KCNK9 two-pore domain potassium channel. Q9NPC2. HEK293 KCNK9, FluxOR thallium flux fluorescence; hits give low values. B-score at 10 µM. 310,000 compounds, 1.2% hits. AID 488922;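 active means ratio B-score over 3 SD below the library mean, with starting fluorescence within 5 SD of its mean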;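 further: negative B-score means less thallium flux so channel inhibition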
hERG protect: compounds protecting human hERG from proarrhythmic drug block | activation (rescue from dofetilide block), less the hit threshold, % at 10 µM | 310,000 compounds, 0.51% hits | CHO-hERG, FluxOR thallium flux, dofetilide IC70 present;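 active means activation above the mean of controls blocked by dofetilide plus 5 SD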;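 further: thallium influx through hERG after potassium depolarization seen as dye fluorescence rise; in these data hits start at about 4.7%; inactives centre near -7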
Starred values were filed as active, the others as inactive; i = inactive; · = no result given. Not all compounds are listed; the hit share may differ from the screen's.

Values in the order: KCNQ1 act	KCNK3 block	TRPC4 act	TRPC4 PAM	Dyrk1A ADPGlo	PolyA inhibitor	TRPC4 block	KCNQ1 block	Platelet DG rel	KCNK9 inh	hERG protect
(1) O=C(O)c1ccc(/C=C/c2nc3sc4c(c3c(=O)[nH]2)CCC4)cc1
    i	i	i	i	29.3	i	i	i	-2.0	i	-15.9
(2) O=C(CCCCCNC(=O)N1CCn2c1nc1ccccc12)N[C@H](C(=O)O)c1ccccc1
    i	i	i	i	0.9	i	i	i	2.2	i	-6.2
(3) COc1cccc(CC2(CO)CCN(C(=O)NCCc3ccccc3)CC2)c1
    i	i	i	i	6.3	i	i	i	-16.4	i	-1.3
(4) COC(=O)C(C#N)C(=C1C(=O)CC(C)(C)CC1=O)c1ccc(O)cc1 (stereo unspecified)
    i	i	i	i	6.9	i	i	i	0.8	i	-1.8
(5) O=C(/C=C/c1c(F)cccc1Cl)c1ccc(O)cc1
    i	i	i	i	-0.5	·	i	i	22.5	i	-19.2
(6) COc1ccc(C2CC(C(F)(F)F)n3nc(C(=O)O)c(Br)c3N2)cc1 (stereo unspecified)
    i	i	i	i	-0.3	i	i	i	2.5	i	-1.6
(7) CC1CCc2cc(F)ccc2N1S(=O)(=O)c1ccc(Cl)nc1 (stereo unspecified)
    i	i	i	i	-2.5	i	i	i	21.9	i	-7.5
(8) CCCCn1c(-c2csc(CC)c2)n[nH]c1=S
    i	i	i	i	13.8	i	i	i	0.5	i	-7.8
(9) O=C1OCCC1Sc1nnnn1-c1ccc(Cl)cc1 (stereo unspecified)
    i	i	i	i	2.7	i	i	i	-0.3	i	-2.5
(10) CC(C)C1/C(=N/O)CC(c2ccccc2)NC1c1ccccc1 (stereo unspecified)
    i	i	i	i	-0.3	i	i	i	-6.5	i	-15.8
(11) C=CCn1c(SCC(=O)c2c(C)[nH]c3ccccc23)nnc1-c1ccncc1
    i	i	i	i	0.2	i	i	i	1.9	i	-5.5
(12) Cc1ccn(CC(=O)N2CCCC(Nc3ccc(F)c(F)c3)C2)n1 (stereo unspecified)
    i	i	i	i	0.5	i	i	i	-6.9	i	-10.8
(13) COc1ccc(CCNC(=O)C23CN(Cc4ccccc4)CC2C(c2ccc([N+](=O)[O-])cc2)=NO3)cc1 (stereo unspecified)
    i	i	i	i	1.3	i	i	i	-5.2	i	-9.0
(14) O=c1[nH]c2ccccc2nc1C(F)(F)F
    i	i	i	i	5.0	i	i	i	-1.3	i	-8.5
(15) Cc1c(NS(=O)(=O)c2ccc(Br)s2)c(=O)n(-c2ccccc2)n1C
    i	i	i	i	-4.6	i	i	i	-11.1	i	-8.7

Of the compounds above, 2 have two or more sulfur atoms.
Values in the order: KCNQ1 act	KCNK3 block	TRPC4 act	TRPC4 PAM	Dyrk1A ADPGlo	PolyA inhibitor	TRPC4 block	KCNQ1 block	Platelet DG rel	KCNK9 inh	hERG protect
(8) CCCCn1c(-c2csc(CC)c2)n[nH]c1=S
    i	i	i	i	13.8	i	i	i	0.5	i	-7.8
(15) Cc1c(NS(=O)(=O)c2ccc(Br)s2)c(=O)n(-c2ccccc2)n1C
    i	i	i	i	-4.6	i	i	i	-11.1	i	-8.7

Next results.
Values in the order: KCNQ1 act	KCNK3 block	TRPC4 act	TRPC4 PAM	Dyrk1A ADPGlo	PolyA inhibitor	TRPC4 block	KCNQ1 block	Platelet DG rel	KCNK9 inh	hERG protect
(16) OCCCCNCc1ccc(OCc2ccccc2Cl)cc1
    i	i	i	i	-4.5	i	i	i	4.7	i	-11.0
(17) CCCCNC(=O)CNC(=S)N(Cc1ccc(C)cc1)Cc1ccco1
    i	i	i	i	0.5	i	i	i	2.4	i	-0.7
(18) COc1ccc(OC)c(CCNC(=O)CN2C(=O)COc3ccc(S(=O)(=O)N4CCOCC4)cc32)c1
    i	i	i	i	-4.3	i	i	i	1.1	i	-3.0
(19) COc1cc(C(=O)NC(=S)Nc2cccc(-c3cc4ccccc4oc3=O)c2)cc(OC)c1OC
    i	i	i	i	2.5	i	i	i	-3.0	i	-11.9
(20) CCNS(=O)(=O)c1ccc(NC(=O)c2ccccc2OCC)cc1
    i	i	i	i	-3.3	i	i	i	2.9	i	-4.7
(21) CCn1c(SCC(=O)Nc2ccc(NC(C)=O)cc2)nc2c([nH]c3ccccc32)c1=O
    i	i	i	i	-4.4	i	i	i	5.8	i	-6.2
(22) CC(=O)Nc1ccc(C(=O)N(C)c2ccccc2)cc1
    i	i	i	i	5.6	i	i	i	77.0*	i	-5.5
(23) Cc1cc(C)nc(SCC(=O)N2CCCCC2)n1
    i	i	i	i	7.0	i	i	i	3.0	i	-3.0
(24) CC(C)(C)C(=O)NC1CC2CCCC(C1)N2C(=O)Nc1ccc(Cl)cc1 (stereo unspecified)
    i	i	i	i	-3.5	i	i	i	-1.5	i	-5.7
(25) COc1ccc(-n2c(O)c(/C=N/NS(=O)(=O)c3ccc(C)c([N+](=O)[O-])c3)c3ccccc3c2=O)cc1OC
    i	i	56*	i	3.9	i	i	i	-0.4	i	-7.7
(26) CN(C1CCS(=O)(=O)C1)S(=O)(=O)c1cccc2nsnc12 (stereo unspecified)
    i	i	i	i	3.9	i	i	i	9.9	i	-2.1
(27) Cc1ccc(-c2nc3ccccc3s2)cc1S(=O)(=O)N1CCCC1
    i	i	i	i	4.2	i	i	i	-2.2	i	-7.7
(28) CCOCC(=O)Nc1sc2c(c1C(=O)OCC)CCCC2
    i	i	i	i	1.7	i	i	i	8.1	i	-1.8
(29) CC(C)(C)OC(=O)NCCCCCNC(=O)c1[nH]cnc1C(=O)N[C@@H](CCCCNC(=O)OC(C)(C)C)C(=O)OC(C)(C)C
    i	i	i	i	37.9	i	i	i	-3.6	i	-10.9
(30) O=C1NC2(CCCCC2)Oc2ccccc21
    i	i	i	i	6.5	i	i	i	2.4	i	-6.7
(31) Cc1c(NC(=O)CN2C(=O)C3C4C=CC(C4)C3C2=O)c(=O)n(-c2ccccc2)n1C (stereo unspecified)
    i	i	i	i	-1.4	i	i	i	-2.4	i	-6.4
(32) CCC(C)NC(=O)CS(=O)Cc1nc(-c2cccc(C)c2)oc1C (stereo unspecified)
    i	i	i	i	8.9	i	i	i	14.8	i	-10.6
(33) CCN(c1ccccc1)c1cc(C)nc2nc(C)nn12
    i	i	i	i	3.6	i	i	i	5.9	i	-6.3
(34) COc1ccc(NC(=O)NC(C)c2ccccc2)cc1 (stereo unspecified)
    i	i	i	i	-4.6	·	i	i	·	i	-11.8
(35) O=C(NCCCc1ccccc1)C1CC(=O)N(c2ccc3c(c2)OCCO3)C1 (stereo unspecified)
    i	i	i	i	-2.4	i	i	i	12.9	i	-4.0
(36) CCCn1nc(NC(=O)c2ccco2)c2cc3ccccc3nc21
    i	i	i	i	-31.4	i	i	i	2.7	i	-18.0
(37) CCN1C(=O)[C@@H]2Cc3c([nH]c4ccccc34)C(c3cc(OC)c(OC)c(OC)c3)N2C1=S (stereo partly specified)
    i	i	i	i	-1.1	i	i	i	0.0	i	-3.0
(38) CCCCCc1ccc(OCCCC[n+]2cccc(C)c2)c(CCCCC)c1
    i	i	i	i	8.1	i	i	10*	0.1	-7.46*	-26.9
(39) Cc1ccc(CNC(=O)C(=O)NCCC2CCCCN2S(=O)(=O)c2ccc(C)cc2)cc1 (stereo unspecified)
    i	i	i	i	-4.6	i	i	i	5.2	i	-13.3
(40) Cc1cc(C(=O)Nc2ncc(C)s2)c2ccccc2n1
    i	i	i	i	1.0	i	i	i	4.6	i	-8.3
(41) COc1ccccc1-n1c(C)cc(SC)c(C(C)=O)c1=S
    i	i	i	i	-3.0	i	i	i	2.2	i	-2.6
(42) CCc1nc(SCC(=O)OC(C)C)c2ccccc2n1
    i	i	i	i	-0.5	i	i	i	-1.7	i	-5.9
(43) N#Cc1cc(Oc2ccccc2)c(-n2nnc3ccccc32)cc1C#N
    i	i	i	i	-1.5	i	i	i	-0.9	i	2.4
(44) COc1c(S(=O)(=O)Nc2cccnc2)ccc(Cl)c1Cl
    i	i	i	i	-3.3	i	i	i	9.7	i	-10.6
(45) O=C(/C=C/c1cccc(O)c1)c1ccc(N2CCOCC2)cc1
    i	i	i	i	1.2	i	i	i	14.8	i	-9.5
(46) Cc1cccc(-c2nnc(NC(=O)c3ccco3)s2)c1
    i	i	i	i	-2.4	·	i	i	-3.2	i	-6.5
(47) Cc1ccc(C)n1-c1ccc(C(=O)NCc2cccnc2)cc1
    i	i	i	i	-0.1	i	i	i	15.6	i	-15.1
(48) COc1ccc2oc(C(=O)OCC(=O)N(C)Cc3ccccc3)c(C)c2c1
    i	i	i	i	4.2	i	i	i	-1.3	i	-13.9
(49) COC(=O)c1ccc(C(=O)OC)c(NC(=O)CN(c2ccccc2)S(=O)(=O)N(C)C)c1
    i	i	i	i	-3.9	i	i	i	5.5	i	-3.5
(50) CCN(CC)c1ccc(NC(=O)c2ccccc2)cc1S(=O)(=O)Nc1ccccc1OC
    i	i	i	i	-0.1	i	i	i	-4.0	i	-13.7
(51) CCOn1c(=O)c(-c2ccccc2)[n+]([O-])c2ccccc21
    i	i	i	i	-1.4	i	i	i	-7.3	i	-7.3
(52) CCOC(=O)c1c(C)n(C)c2ccc(O)c(CN(C)C)c12
    i	i	i	i	15.3	i	i	i	1.8	i	-4.3
(53) COc1ccc(CC(NC(C)=O)C(=O)NC2CCN(S(=O)(=O)c3ccc(NC(C)=O)cc3)CC2)cc1 (stereo unspecified)
    i	i	i	i	3.3	i	i	i	9.1	i	-4.9
(54) CCOC(=O)CSc1nnc(-c2ccoc2C)n1-c1ccc(OCC)cc1
    i	i	i	i	0.9	i	i	i	2.5	i	-12.6
(55) COc1ccccc1/C=N/NC(=O)c1ccc(NC(=O)c2cccc([N+](=O)[O-])c2)cc1
    i	·	i	i	·	i	i	i	6.5	i	-4.4
(56) CC1CCN(C(=O)c2ccc(N(C)S(C)(=O)=O)cc2)CC1
    i	i	i	i	2.7	i	i	i	-25.7	i	-0.4
(57) O=C(O)c1cccc(NC(=O)c2ccc3c(c2)C(=O)N(Cc2ccco2)C3=O)c1
    i	i	i	i	2.1	i	i	i	3.0	i	-3.9

Assay outcomes from PubChem.
